Compound activity from PubChem BioAssay.
Lung fibro prol = blocks proliferation of human lung fibroblasts | LL 47 human lung fibroblast viability, ATP luminescence; hits give low values | viability, % at 10 µM | 85,000 tested, 1.1% active | AID 719;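 active means viability at or below 50% in the single dose screen; inactive means viability above 50%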;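 further: compound exposure lasted 72 h before the ATP readout; 100% = median luminescence of untreated cell-only wells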
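Material: human LL 47 lung fibroblast cells; quantity: 1,150 cells/well; medium: IMEM plus 15% FBS; doses: 0.1% DMSO in all compound wells; timing: overnight attachment after seeding, then 72 h compound exposure at 37 °C; detection: CellTiter-Glo luminescence; measure: % viability of median cell-only signal; controls: cell-only wells, no compound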
PostGolgi ctrl = yeast control strain growth, post-Golgi counter-screen | efflux-deficient yeast background strain, growth absorbance A615, 16 h | inhibition, % at 10 µM | AID 738 | 98,000 tested, 5% active
S1P2 antag = antagonists of human S1P2 receptor; AID 736; O95136; cell-based S1P2 antagonist assay, inhibition at 5 uM; inhibition, % at 5 µM; 97,000 tested, 0.21% active; in the data active means inhibition above about 45%;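 further: CRE beta-lactamase reporter cells expressing human S1P2 stimulated with S1P; 0% = agonist at EC80 alone and 100% = agonist plus reference antagonist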
Target sequence (O95136 whole entry, looked up): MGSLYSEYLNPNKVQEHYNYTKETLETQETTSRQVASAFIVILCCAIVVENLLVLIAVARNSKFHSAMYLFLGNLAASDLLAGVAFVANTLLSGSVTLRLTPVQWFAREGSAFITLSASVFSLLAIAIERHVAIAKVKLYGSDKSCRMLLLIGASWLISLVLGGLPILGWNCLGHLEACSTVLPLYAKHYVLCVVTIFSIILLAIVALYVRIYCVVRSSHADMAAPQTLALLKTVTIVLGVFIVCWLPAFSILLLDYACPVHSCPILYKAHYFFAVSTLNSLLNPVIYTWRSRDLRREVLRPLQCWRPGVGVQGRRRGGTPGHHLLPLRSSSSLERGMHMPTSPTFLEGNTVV
H69AR inhibit = growth inhibitors of human H69AR lung tumor cells. H69AR lung tumor viability, ATP luminescence, 72 h; hits give low values. viability, % at 10 µM. 85,000 tested, 6% active;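 active means viability at or below 40%; inactive means viability above 40%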;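 further: multidrug resistant small cell line overexpressing MRP-1 efflux transporter; 100% = mean luminescence of untreated control wells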
S1P2 ag = S1P2 (human) receptor agonism. O95136. S1P2-expressing cell line, agonist reporter read-out. activation, % at 4.5 µM. 97,000 tested, 0.46% active; in the data active means activation above about 16%;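 further: 0% = vehicle low control and 100% = maximal reference agonist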
Ecoli WT expand = growth inhibitors of E. coli BW25113 wild type; OD600 absorbance; growth inhibition, % at 100 µM; 98,000 tested, 0.15% active; AID 710;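 active means growth inhibition above about 50% at one test dose, limit read from the data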;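 further: growth measured after 20 h incubation at 37 °C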
DAT uptake mod = modulates human dopamine transporter uptake under cocaine; LLC-PK1 hDAT cells, [14C]-dopamine uptake with cocaine IC80; actives deviate in either direction; B-score at 10 µM; 110,000 tested, 1.3% active; AID 449768;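 active means Z score or B-score, a plate-position-corrected score, falls beyond the plate's 99.7% confidence bounds, in either direction; inactive means both scores lie inside the 99.7% bounds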;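 further: scored against the spread of the other compound wells on the same plate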
Target sequence (Q01959 whole entry, looked up): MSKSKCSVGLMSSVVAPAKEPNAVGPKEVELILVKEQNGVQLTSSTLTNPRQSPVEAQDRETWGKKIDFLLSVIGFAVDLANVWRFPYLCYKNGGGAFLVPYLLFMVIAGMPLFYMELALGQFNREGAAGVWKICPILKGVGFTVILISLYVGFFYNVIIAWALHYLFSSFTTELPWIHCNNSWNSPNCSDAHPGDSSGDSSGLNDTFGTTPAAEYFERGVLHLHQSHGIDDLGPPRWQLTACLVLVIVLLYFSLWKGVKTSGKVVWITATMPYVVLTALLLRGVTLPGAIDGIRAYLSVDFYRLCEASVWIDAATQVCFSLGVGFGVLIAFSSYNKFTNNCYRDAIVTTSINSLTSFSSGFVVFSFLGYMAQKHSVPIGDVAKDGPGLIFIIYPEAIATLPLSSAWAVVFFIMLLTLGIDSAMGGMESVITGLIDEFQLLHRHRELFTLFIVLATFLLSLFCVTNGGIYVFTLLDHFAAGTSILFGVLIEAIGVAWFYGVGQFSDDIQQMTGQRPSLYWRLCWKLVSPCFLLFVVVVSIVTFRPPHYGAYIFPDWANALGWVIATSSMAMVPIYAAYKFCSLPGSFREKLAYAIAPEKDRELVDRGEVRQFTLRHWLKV
PostGolgi yeast = growth inhibition of a yeast mutant, post-Golgi transport screen; post-Golgi transport phenotypic cell assay; inhibition, % at 10 µM; 98,000 tested, 0.9% active; AID 739;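 further: yeast cells grown in 1536-well plates; yeast grown about 18 h at 30C before absorbance read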
HUVEC inhibit = inhibitors of human endothelial cell proliferation | HUVEC proliferation, CellTiter-Glo luminescence, 72 h; hits give low values | viability, % at 10 µM (by protocol) | 86,000 tested, 1.1% active | AID 648;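 active means viability at or below 30%; inactive means viability above 30%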;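 further: 100% = median luminescence of DMSO-only cell control wells on each plate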
* hit, by the source's call; . = no result given; & = joins results of further samples. Unless noted, no stated cut-off is given here; in the data, active means inhibition above about 30%; inactive means the rest. Random draw from the library; overall some 11% were active at least once.

Sequence of screens – Lung fibro prol	PostGolgi ctrl	S1P2 antag	H69AR inhibit	S1P2 ag	Ecoli WT expand	DAT uptake mod	PostGolgi yeast	HUVEC inhibit
[1] COc1ccc(OC)c(-n2cc3c(=O)n(C)c(=O)n(C)c3c2)c1
    106.1	18.7	-20.9	29.6*	1.9	3.0	1.73	0.7	59.7
[2] COc1ccc2oc(C)c(C(=O)Cn3ccnc3)c2c1
    101.6	-7.0	-6.7	82.1	-1.3	6.0	-0.165	-4.9	96.3
[3] COCCn1c(=O)[nH]c2cc(C(=O)NCCc3ccc(OC)c(OC)c3)ccc2c1=O
    .	34.0*	2.9	.	-0.5	-3.0	-0.0756	-2.2	.
[4] CCOC(=O)c1nnc(-c2cccs2)nc1Oc1ccccc1C(=O)OC
    96.7	9.0	-7.6	31.5*	-5.7	-10.0	-1.91	20.3	73.7
[5] Cc1ccc(C2C(C#N)=C(N)SC(N)=C2C#N)o1
    101.8	6.3	7.2	56.9	-3.0	1.0	-1.94	1.0	100.0
[6] CC(C)OC(=O)CSc1nc2ncccc2[nH]1
    109.3	-8.2	-13.4	96.3	-4.4	-1.0	0.0858	-12.4	93.0
[7] Cc1[nH]n(-c2ccccc2)c(=O)c1-c1ccc(Cl)cc1
    102.2	11.1	-2.7	104.7	-4.0	-5.0	0.464	-0.5	97.8
[8] COc1cc(CNCc2ccc(OC)c(OC)c2OC)cc(OC)c1
    91.5	-7.3	.	84.5	.	-2.0	-0.0452	12.9	99.1
[9] CCCc1cc(C(=O)Nc2ccccc2C(=O)OC)no1
    105.0	19.3	16.3	87.4	-6.3	3.0	-0.539	2.7	100.7
[10] O=C(COC(=O)c1ccc(Br)o1)Nc1cccc(S(=O)(=O)N2CCCCCC2)c1
    .	4.9	-0.9	.	-4.2	-16.0	-0.561	0.5	.
[11] O=C(NC12CC3CC(CC(C3)C1)C2)c1ccc(COc2ccc(Cl)cc2[N+](=O)[O-])o1
    .	50.8*	-7.0	.	-2.3	-12.0	-0.939	4.0	.
[12] CCOC(=O)c1c(C)oc2cc(Br)c(OC(C)C(=O)OCC)cc12 (configuration not stated)
    96.3	18.8	-16.2	100.0	-0.7	5.0	0.111	-8.9	95.3
[13] Cn1c(SCC(=O)N2CCN(c3cccc(Cl)c3)CC2)nnc1-c1ccncc1
    .	0.8	9.3	55.6	-6.1	-12.0	0.967	-1.1	104.8
[14] COc1ccc(C(C)=O)c(Oc2nc(CN3CCOCC3)nc3scc(-c4cccs4)c23)c1
    93.4	42.2*	1.1	62.4	-6.2	2.0	-0.734&0.125	4.7	83.5
[15] Cc1[nH]nc2c1C(C1CC=CCC1)C(C#N)=C(N)O2 (configuration not stated)
    86.8	-0.3	5.9	48.3	-4.7	-6.0	-0.681	16.9	74.5
[16] CCc1ccc(-c2cn3nc(C)c(C)nc3n2)cc1
    .	7.0	20.1	.	3.2	-2.0	1	-18.4	.
[17] CC1=C(C(=O)NCc2ccccc2)C(c2cccs2)n2ncnc2N1 (configuration not stated)
    89.6	-5.4	15.0	84.1	-4.5	2.0	-0.235	-6.7	81.5
[18] O=C(CSc1nnnn1-c1ccccc1)Nc1nc(-c2ccccc2)ns1
    104.0	9.6	-18.9	99.4	-3.8	-16.0	0.125	1.8	100.5
[19] Cc1nc(CCNS(=O)(=O)c2cccs2)cs1
    101.0	2.2	-0.3	104.0	-5.6	3.0	-0.2	25.8	102.7
[20] Cc1cccc2c(=O)n3c(nc12)CCCCC3
    100.4	7.0	-10.8	91.3	-8.7	2.0	-1.11	12.2	95.5
[21] O=S(=O)(Cc1ccccc1)N1CCCC(c2nc(-c3ccc(F)cc3)no2)C1 (configuration not stated)
    108.7	33.4*	11.2	80.6	-6.5	-4.0	0.654	2.2	104.8
[22] O=C1c2ccccc2NC(c2ccco2)N1O (configuration not stated)
    101.3	8.8	-2.3	87.6	-1.4	9.0	-0.478	1.6	102.2
[23] O=C(C1CCCN(Cc2ccccc2Br)C1)N1CCCCC1 (configuration not stated)
    93.8	19.2	17.9	91.7	-0.3	2.0	-1.22	3.1	106.7
[24] CCOC(=O)C1=C(C)N(C)C(C)=C(C(=O)OCC)C1c1ccc(C(=O)OC)cc1
    67.9	12.3	-19.7	89.0	1.1	-9.0	-2.3	-3.6	84.0
[25] CCc1ccc(NSc2ccccc2[N+](=O)[O-])cc1
    .	24.6	-19.7	.	0.7	5.0	0.0666	-4.9	.
[26] O=C(O)CC(c1cccc2ccccc12)n1cccc1 (configuration not stated)
    97.6	-0.6	-4.7	80.8	-6.5	-4.0	-1.03	0.0	96.8
[27] COc1ccc(S(=O)(=O)N2C3CCC2CC(NC(=O)NC2CCCCC2)C3)cc1 (configuration not stated)
    107.3	-5.8	9.2	68.2	-1.6	6.0	-0.448	15.6	104.6
[28] Cc1ccc2c(c1)[nH]c1c(=O)n(CCN3CCNCC3)cnc12
    98.2	5.7	-2.5	98.0	-3.0	0.0	0.797	11.3	84.3
[29] FC(F)(F)c1cc(-c2ccccc2)nc(N2CCOCC2)n1
    101.8	15.4	6.2	83.4	-7.6	-4.0	-0.451	-4.1	110.3
[30] CCn1c(C)c(C(C)=O)c(NCc2ccccc2)nc1=S
    89.2	0.4	-13.4	89.4	-3.1	-1.0	-0.779	5.4	89.3
[31] COc1ccc(CCN(Cc2cc3cc(C)c(C)cc3nc2Cl)C(=O)C2CC2)cc1
    .	20.3	-15.5	.	-7.4	-15.0	0.0156	-3.1	.
[32] CCOC(=O)NC(Nc1cc(C)on1)(C(F)(F)F)C(F)(F)F
    102.0	1.3	.	91.1	.	-2.0	-0.397	19.2	111.0
[33] O=c1[nH]c(CN2CCCCC2)nc2c1C1(CCCC1)Cc1ccccc1-2
    98.4	.	-14.6	93.8	-8.1	.	.	.	92.4
[34] COc1ccc(-c2nnc3ccc(SC(C(C)=O)C(C)=O)nn23)cc1OC
    85.2	.	0.6	58.3	-4.8	.	0.267	.	86.2
[35] c1cnc(N2CC[N+]3(CCCC3)CC2)nc1
    95.8	10.8	24.9	97.4	-6.2	0.0	0.833	-2.9	97.1
[36] CC(C)NC(=O)c1ccc(COCC(F)(F)C(F)F)cc1
    99.6	-3.3	-11.2	105.8	-7.2	6.0	0.0791	-0.8	100.1
[37] N#Cc1ccc(N=c2ssnc2Cl)cc1
    81.9	1.2	8.3	2.6*	-6.0	37.0	-0.532	1.1	58.2
[38] O=C(O)c1ccc(S(=O)(=O)NC2CCCc3ccccc32)cc1 (configuration not stated)
    .	9.3	7.7	.	-2.2	-1.0	0.882	-4.5	.
[39] COc1ccc(NC(=O)CCOc2ccccc2)c(OC)c1
    104.8	13.9	16.7	97.4	-5.6	10.0	-0.015	1.3	106.8
[40] COC(=O)Cc1c(C)c2ccc(OCc3nn[nH]n3)c(C)c2oc1=O
    101.5	-2.2	8.6	83.1	-4.2	-2.0	0.823	0.6	107.3
[41] COC(=O)CN(c1cc(OC)ccc1OC)S(=O)(=O)c1ccc(OC)c(OC)c1
    95.7	4.1	.	105.1	.	1.0	-0.379	3.4	93.1
[42] COCCCNC(=O)C1CCN(C(=O)c2cc3sccc3n2Cc2ccc(F)cc2)CC1
    96.1	11.9	33.0	97.9	-6.5	8.0	0.209	-4.6	99.6
[43] Cc1ccc2[nH]c(=O)c(C(c3nnnn3CC3CCCO3)N3CCOCC3)cc2c1 (configuration not stated)
    95.5	4.8	-10.1	90.7	-0.2	-4.0	-0.097	2.5	98.8
[44] Cn1c(=O)c2c(nc(SCC(=O)Nc3ccccc3)n2C)n(C)c1=O
    93.7	-4.3	.	93.7	.	3.0	-0.964	-0.9	94.5
[45] CCOc1cc(C2c3c(n[nH]c3C)C(=O)N2c2ccc(C)cc2)ccc1O (configuration not stated)
    91.2	-6.5	12.8	95.8	-4.5	5.0	0.372	-1.4	91.1
[46] CCc1ccc(-c2nc(CS(=O)CC(=O)NCc3cccnc3)c(C)o2)cc1 (configuration not stated)
    99.3	3.5	.	85.4	.	5.0	0.643	13.8	87.8
[47] Cc1cc(C(=O)Nc2cccc(C(=O)O)c2)c(C)o1
    .	19.1	-7.6	.	-4.6	-8.0	-1.2	-1.0	.
[48] O=C(C1CCC1)N1CCC(c2nc3c(nnn3Cc3c(F)cccc3Cl)c(=O)[nH]2)CC1
    89.9	-3.3	-3.0	68.4	-3.5	3.0	2.75*	2.8	93.9
[49] CCCCC(=O)Nc1cc(OC)c(NC(=O)C2CCCCC2)cc1OC
    93.4	11.0	-5.9	90.0	-1.7	-7.0	-0.464	8.7	90.9
[50] C=CCn1c(N)c(C(=O)Nc2ccccc2)c2nc3ccccc3nc21
    72.2	37.4*	.	53.5	.	-13.0	0.00743	9.8	62.3
[51] COc1ccc(C(=O)NNC2=NC(C)(C)Cc3cc(C)c(C)cc32)cc1
    .	4.3	6.3	.	-3.6	-2.0	.	-16.1	.
[52] Cc1ccc2occ(/C=N/O)c(=O)c2c1
    .	3.2	21.4	.	-6.2	16.0	-0.0431	-5.8	.
[53] O=c1c2ccccc2c(/C=N/c2ncn[nH]2)c(O)n1Cc1ccccc1
    98.5	30.4*	-6.4	59.0	-4.6	-4.0	.	2.9	80.7
[54] CCOC(=O)CN1C(=O)C(O)(CC(=O)c2cccc(OC)c2)c2ccccc21 (configuration not stated)
    95.0	3.8	10.3	27.6*	-2.2	1.0	0.299	0.6	101.2
[55] CCSc1nnc(-c2ccccc2NC(C)=O)c(=O)[nH]1
    100.2	-2.9	8.2	100.8	-4.3	-3.0	-1.52	5.4	94.3
[56] O=C1O/C(=C/C(=O)N2CCOCC2)c2ccccc21
    94.2	.	-9.4	85.0	-3.3	.	0.312	.	85.4
[57] COc1ccc(Cl)cc1C(=O)NNC(=S)NC(=O)c1cc(-c2ccccc2)nc2ccccc12
    .	17.4	3.4	.	-3.6	-10.0	.	-7.4	.
[58] CC(C)(C)NC(=O)Cn1cc(C#N)c2cc(Br)ccc21
    91.5	8.0	-1.6	90.0	-6.0	-10.0	0.717	-6.0	85.9
[59] CC1(C)CC(=O)C2=C(C1)N=c1s/c(=C/c3ccc(F)c(F)c3)c(=O)n1C2c1ccc(F)cc1 (configuration not stated)
    .	31.0*	-1.8	.	-2.9	0.0	0.00146	22.8	.
[60] CCOC(=O)c1cnc(SC)nc1Nc1cccc2ccccc12
    95.0	.	-32.1	83.7	-3.3	.	-0.54	.	79.2

An excerpt from above in order of the DAT uptake mod value, lowest first.
nr	mol	DAT uptake mod
41	COC(=O)CN(c1cc(OC)ccc1OC)S(=O)(=O)c1ccc(OC)c(OC)c1	-0.379
58	CC(C)(C)NC(=O)Cn1cc(C#N)c2cc(Br)ccc21	0.717
48	O=C(C1CCC1)N1CCC(c2nc3c(nnn3Cc3c(F)cccc3Cl)c(=O)[nH]2)CC1	2.75*

The list continues.
Sequence of screens – Lung fibro prol	PostGolgi ctrl	S1P2 antag	H69AR inhibit	S1P2 ag	Ecoli WT expand	DAT uptake mod	PostGolgi yeast	HUVEC inhibit
[61] CC1=C(C(=O)NCc2ccco2)C2(CCC(C)CC2)OC1=O (configuration not stated)
    94.4	-10.6	3.8	72.3	-6.9	8.0	0.928	12.7	60.1
[62] COc1ccc2c(c1)OC(O)(C(F)(F)C(F)F)CC2=O (configuration not stated)
    91.2	34.1*	15.4	41.1	-7.3	18.0	-0.37	15.0	77.6
[63] CCOC(=O)CNC(=O)c1cn(C)c(=O)c2cc(OC)c(OC)cc12
    93.9	3.2	-19.0	75.1	-8.3	-2.0	0.0352	-5.0	90.5
[64] Cc1ccc(CSc2nnc3c(n2)OC2(Nc4ccccc4-3)C(=O)Nc3ccc(F)cc32)cc1 (configuration not stated)
    .	4.7	6.3	.	-2.0	1.0	0.954	-1.3	.
[65] Cn1c(=O)c2ncn(CC(=O)NCCOc3ccccc3)c2n(C)c1=O
    90.3	1.3	-9.9	94.2	-5.6	1.0	0.282	30.4*	83.4
